Bioassay records as filed in PubChem.
MsrA inh = inhibits bovine methionine sulfoxide reductase A. AID 651718. actives 0.75% (n = 360,000). inhibition, % at 15.5 µM. purified bovine MsrA, absorbance read-out; in the data active means inhibition above about 4.5%;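 further: 0% = vehicle wells with enzyme and 100% = reference inhibitor wells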
STEP inh = STEP (human) phosphatase inhibition; P54829; recombinant STEP, OMFP fluorogenic substrate, fluorescence; inhibition, % at 20 µM; actives 0.25% (n = 360,000); AID 588621;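 active means inhibition at 20 µM, scaled per plate between control wells, above about 37%, limit read from the data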;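 further: 0% = DMSO with enzyme and substrate and 100% = substrate only without enzyme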
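Also added – OMFP at 25 µM · Test system – STEP tyrosine phosphatase · Technique – FITC-channel fluorescence of OMFP product · Schedule – 20 min at room temperature, dark · Evaluation – control-normalized % inhibition with plate pattern correction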
eLon inh = inhibits E. coli Lon protease. P0A9M0. purified E. coli Lon protease, fluorescence polarization. inhibition, % at 7.94 µM. actives 0.42% (n = 360,000); in the data active means inhibition above about 13%, passing the limit was not always enough;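 further: 0% = enzyme with probe and DMSO and 100% = no enzyme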
Target sequence (P0A9M0 whole entry, looked up): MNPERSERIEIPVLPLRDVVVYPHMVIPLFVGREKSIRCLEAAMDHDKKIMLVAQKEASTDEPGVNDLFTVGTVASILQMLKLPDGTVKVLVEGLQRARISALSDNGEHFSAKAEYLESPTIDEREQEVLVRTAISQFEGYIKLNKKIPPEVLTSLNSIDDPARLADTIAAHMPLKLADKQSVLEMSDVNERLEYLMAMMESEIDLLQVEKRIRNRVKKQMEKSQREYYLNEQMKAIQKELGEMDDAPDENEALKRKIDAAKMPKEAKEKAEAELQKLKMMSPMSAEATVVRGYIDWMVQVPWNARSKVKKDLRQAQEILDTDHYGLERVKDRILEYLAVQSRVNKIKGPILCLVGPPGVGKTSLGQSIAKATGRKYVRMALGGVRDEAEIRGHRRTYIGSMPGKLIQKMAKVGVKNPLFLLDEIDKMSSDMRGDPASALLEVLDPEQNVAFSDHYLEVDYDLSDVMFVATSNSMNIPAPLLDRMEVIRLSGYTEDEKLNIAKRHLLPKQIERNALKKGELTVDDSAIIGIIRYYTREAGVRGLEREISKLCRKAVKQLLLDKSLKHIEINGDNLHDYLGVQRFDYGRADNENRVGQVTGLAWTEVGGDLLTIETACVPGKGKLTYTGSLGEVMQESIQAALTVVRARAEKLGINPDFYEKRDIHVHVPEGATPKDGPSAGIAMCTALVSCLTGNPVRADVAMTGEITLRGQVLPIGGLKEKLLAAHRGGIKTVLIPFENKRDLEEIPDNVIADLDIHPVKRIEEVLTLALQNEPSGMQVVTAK
Scp-1 inhibitor = inhibitors of human Scp-1 phosphatase; Recombinant Scp1, phosphopeptide, malachite green phosphate absorbance; inhibition, % at 20 µM; AID 493091; actives 0.88% (n = 340,000);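 active means inhibition above about 50% at 20 µM, limit read from the data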;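 further: plate controls were DMSO wells with enzyme for no effect and wells lacking enzyme for full effect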
Target sequence (Q9GZU7 76-261 limits assumed): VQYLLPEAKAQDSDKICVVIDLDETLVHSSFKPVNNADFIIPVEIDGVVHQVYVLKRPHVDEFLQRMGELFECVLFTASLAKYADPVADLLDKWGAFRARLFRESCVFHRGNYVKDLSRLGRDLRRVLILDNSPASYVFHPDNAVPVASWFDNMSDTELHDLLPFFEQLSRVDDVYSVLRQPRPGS
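System: truncated SCP-1 phosphatase (76-261aa); medium: Tris acetate buffer pH 5.5 with MgCl2 and Tween-20; incubation: 45 min room-temperature reaction, 5 min colour, 30 min stabiliser; compound: single 20 µM dose, 1% DMSO; reagent: Phosphorylated 17-residue peptide substrate; read-out: % inhibition at 20 µM; technique: colorimetric free-phosphate detection, absorbance 630 nm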
CendR NRP1 mod = modulators of CendR peptide binding to human neuropilin-1. O14786. FAM-RPARPAR peptide binding to NRP-1, fluorescence polarization. inhibition, % at 25 µM. actives 0.85% (n = 360,000);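 active means inhibition or corrected inhibition above about 18%, plus a signal ratio from 0.5 to 1.5, limit read from the data, passing the limit was not always enough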; further: strong numbers were not always called active
TbMetRS inhib = blocks T. brucei methionyl-tRNA synthetase activity. inhibition, % at 11.9 µM. actives 0.4% (n = 360,000). purified T. brucei MetRS, ATP depletion, Kinase-Glo luminescence;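 active means inhibition above a per-plate cutoff of the control wells' mean inhibition plus 3 SD, cut at about 5.5% in these data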;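 further: 0% = DMSO wells median and 100% = median of wells with control inhibitor compound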
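assay system = parasite MetRS enzyme | timing = 15 min preincubation, 2 h reaction, all 25 °C | evaluation = percent inhibition relative to median high and low control wells | medium = HEPES buffer containing pyrophosphatase, BSA, spermine, DTT | compound = single dose, 11.9 µM final nominal, 0.9% final DMSO | detection = Kinase-Glo luminescence, ATP depletion format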
LMPTP inh = blocks human LMPTP phosphatase; P24666; recombinant LMPTP-A, OMFP fluorogenic substrate, fluorescence intensity; inhibition, % at 20 µM; actives 0.22% (n = 360,000); AID 651560;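 active means compounds that cut the enzyme signal by at least half of the control window in the single-dose screen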;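 further: plate controls were DMSO wells with enzyme plus substrate for no effect and substrate without enzyme for full effect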
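Test system: LMPTP-A, protein tyrosine phosphatase of low molecular weight; Input: 0.625 nM enzyme; Incubation: 50 min dark incubation at room temperature; Signal: endpoint fluorescence intensity from OMFP dephosphorylation; Read-out basis: % inhibition versus control wells.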
DNMT1 inh = inhibitors of human DNMT1; inhibition (reported as % activation of signal), % at 10 µM; actives 0.83% (n = 360,000); P26358; DNMT1 molecular beacon, Hinp1I cleavage, fluorescence; in the data active means inhibition above about 50%
MsrA act = activators of bovine methionine sulfoxide reductase A; purified bovine MsrA, absorbance read-out; activation, % at 10.6 µM; actives 0.3% (n = 360,000); AID 602163; in the data active means activation above about 7.5%;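 further: 0% = vehicle and 100% = reference activator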
SUMO1-SIM PPI = alters human SUMO1 binding to SIM partners. actives 0.33% (n = 360,000). P63165. AID 602429. inhibition, % at 20 µM. SUMO1 binding to a labelled peptide, TR-FRET, 1 h; in the data active means inhibition above about 37%
Target sequence (P63165 whole entry, looked up): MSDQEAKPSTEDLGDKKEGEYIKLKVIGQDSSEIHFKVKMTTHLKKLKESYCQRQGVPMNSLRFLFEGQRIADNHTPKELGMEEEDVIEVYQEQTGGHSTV
* marks the source's active call; other numbers are inactive results; · = no result given.

[1] CC(=O)c1ccc(OCC(=O)Nc2ccccc2C(=O)NC2CC2)cc1
[2] CCCn1nc([N+](=O)[O-])c(C(C#N)c2nc3ccccc3s2)c(Cl)c1=O (centres undefined)
[3] COc1cc(S(=O)(=O)n2cnc(C)c2)ccc1Br
[4] O=C(CN1CCCCCC1)Nc1cc(C(F)(F)F)ccc1Cl
[5] O=C(N/N=C/c1cccn1-c1ccc(O)cc1)c1cccc2ccccc12
[6] CN(C)S(=O)(=O)c1cccc(NC(=O)COC(=O)COc2ccccc2[N+](=O)[O-])c1
[7] CN1CCN(c2nnc(-c3ccc(Cl)cc3)c3ccccc23)CC1
[8] CCCCn1nnnc1C(c1cc2ccccc2o1)N1CCCN(C(=O)OC(C)(C)C)CC1 (centres undefined)

Assay by compound	1	2	3	4	5	6	7	8
MsrA inh	-0.1	3.9	-0.4	0.3	5.2*	0.8	0.5	-0.4
STEP inh	0	6	3	0	-3	-3	-2	·
eLon inh	-13	13	-1	-1	-14	-1	8	4
Scp-1 inhibitor	-7	-8	-6	-3	-9	15	-10	·
CendR NRP1 mod	-4	34*	-11	-12	-6	-6	6	-1
TbMetRS inhib	0.2	-1.3	0.4	0.8	-0.2	-1.2	1.2	-0.3
LMPTP inh	-1.0	5.8	1.7	0.3	0.3	-0.3	-0.7	4.7
DNMT1 inh	-1	-8	4	2	3	5	3	·
MsrA act	1	-7	-4	0	0	-11	-2	1
SUMO1-SIM PPI	-1	24	0	-2	5	-6	-4	-2

[9] CCOc1ccc(NC(=O)N(CC(C)C)CC(C)C)cc1
[10] Cc1cc(-c2ccc(C)c(S(=O)(=O)NCCCN(Cc3ccccc3)C(C)C)c2)on1
[11] O=C(C1=C[C@@H](c2coc3ccccc3c2=O)C[C@@H](OCc2ccc(CO)cc2)O1)N1CCCCCCC1
[12] Fc1ccc(Nc2c3c(nc4ccccc24)CCC3)cc1
[13] O=c1c(Cc2ccccc2)c(O)nc2n1CCCS2
[14] O=C(c1ccc(Cl)cc1)c1cn[nH]c1-c1ccccc1O
[15] NC(=O)CC(NC(=O)Cc1cccc2ccccc12)c1ccc(NCC2CC2)c([N+](=O)[O-])c1 (centres undefined)
[16] CCC(=O)c1c[nH]c(C(=O)N2CCOCC2)c1

Assay by compound	9	10	11	12	13	14	15	16
MsrA inh	0.5	-0.1	·	0.8	0.7	0.7	0.2	-0.6
STEP inh	2	-1	2	3	-1	0	2	-3
eLon inh	9	5	-12	4	4	-6	-5	-4
Scp-1 inhibitor	-5	0	-1	-5	35	-9	1	-5
CendR NRP1 mod	2	2	-3	-5	16	9	-11	8
TbMetRS inhib	-1.1	-1.1	-0.4	-0.2	-0.5	-0.2	0.1	-0.4
LMPTP inh	-1.1	0.9	-0.7	37	-0.1	-0.5	1.6	-0.5
DNMT1 inh	0	6	3	-1	0	-2	32	1
MsrA act	-1	-8	-6	-5	1	2	-4	-2
SUMO1-SIM PPI	0	7	-2	-1	-1	-1	-7	3

[17] CCOc1ccc(-c2nnc(SCc3nnc(-c4ccccc4)o3)n2-c2ccccc2F)cc1
[18] Cn1cc(CCNC(=O)C2CCC(=O)N(CCc3ccc(Cl)cc3)C2)cn1 (centres undefined)
[19] Cc1nn(-c2ccc(Cl)cc2)c(Cl)c1/C=N/NC(=O)c1ccc(NS(=O)(=O)c2cccs2)cc1
[20] COc1ccc(NC(=O)c2cc([N+](=O)[O-])ccc2NC(=O)CNCc2ccccn2)c(OC)c1
[21] CCC(C)C(=O)N1CCc2cc(-c3csc(N)n3)ccc21 (centres undefined)
[22] COc1ccc(NC(C)=O)cc1NC(=O)CN1CCN(S(=O)(=O)c2ccc(C(C)C)cc2)CC1
[23] COc1ccc(C)cc1NC(=O)CCN1CCN(c2ccccc2)CC1
[24] O=C(/C=C/c1ccc2c(c1)OCO2)Nc1ccc(Cl)cn1

Assay by compound	17	18	19	20	21	22	23	24
MsrA inh	-1.1	-0.4	0.8	0.7	0.5	0.3	-0.1	0.3
STEP inh	-2	0	-2	1	-1	-4	0	0
eLon inh	-11	2	2	6	9	-9	-6	-6
Scp-1 inhibitor	-3	1	-14	-2	-2	-3	-3	-7
CendR NRP1 mod	14	11	6	8	-4	-3	5	-20
TbMetRS inhib	-0.9	-0.2	0.1	-0.2	-0.5	-1.5	0.6	0.1
LMPTP inh	1.3	0.0	4.9	0.2	1.4	-1.9	-0.4	2.3
DNMT1 inh	-7	0	-11	-6	-7	4	0	23
MsrA act	-2	-2	-3	-2	-15	-10	1	-3
SUMO1-SIM PPI	0	-4	8	-27	-5	-1	1	-5

[25] CCN1C(=O)[C@H]2[C@@H](c3ccc(-c4ccccc4)cc3)N3CCCC[C@@]3(C(=O)OC)[C@H]2C1=O
[26] O=C(c1ccc(S(=O)(=O)N2CCCC2)cc1)N(Cc1ccco1)C1CCS(=O)(=O)C1 (centres undefined)
[27] COc1ccc(C(=O)N/N=C/C(Br)=C/c2ccccc2)cc1
[28] CCSc1ccccc1C(=O)Nc1cc(C)on1
[29] CCN(C(=O)C1CCCN(c2ncnc3c2nc2n3CCCCC2)C1)c1cccc(Cl)c1 (centres undefined)
[30] COc1ccc(NC(=O)CSc2nnc(-c3ccncc3)n2C)cc1
[31] COc1ccc(Cn2c(=O)oc3ccccc32)cc1F
[32] COc1cc(NC(C)CCCN)c2ncccc2c1Oc1ccccc1 (centres undefined)

Assay by compound	25	26	27	28	29	30	31	32
MsrA inh	1.2	0.3	1.4	-0.1	-0.5	-0.1	0.7	-1.3
STEP inh	-3	0	3	-1	0	1	-2	1
eLon inh	-11	7	5	-5	-2	-1	0	-10
Scp-1 inhibitor	-8	12	-5	-7	-7	12	-19	1
CendR NRP1 mod	13	4	-6	7	13	4	0	-6
TbMetRS inhib	-0.2	-1.7	0.0	-0.2	0.1	0.3	-0.7	-1.1
LMPTP inh	1.6	2.3	0.6	-1.2	0.9	0.6	-0.9	0.2
DNMT1 inh	-8	1	4	0	0	2	1	34
MsrA act	0	-7	-2	-2	-1	0	0	-11
SUMO1-SIM PPI	2	-6	-5	6	6	1	8	-1

[33] CSc1ccc(C(=O)N2CCC(n3nccc3NC(=O)C3CC3)CC2)cc1
[34] Cc1cccc(C)c1NC(=O)CS(=O)CC(=O)NC1CCN(Cc2ccccc2)CC1 (centres undefined)
[35] Cc1cc(Nc2cccc(Cl)c2C)n2ncnc2n1
[36] Cc1ccc(-c2nc(NC(=O)CSc3nnc(C)s3)ns2)cc1
[37] COc1ccc(-c2ccc(SCC(=O)NCc3ccco3)nn2)cc1
[38] CCOC(=O)c1c(C2CC2)csc1NC(=O)COC(=O)c1cnc(Cl)c(Cl)c1
[39] O=C(COc1ccc(Cl)cc1)NCCCNC(=O)c1ccccn1
[40] CCOC(=O)c1csc(COc2ccccc2Cl)n1

Assay by compound	33	34	35	36	37	38	39	40
MsrA inh	-0.7	1.1	-0.4	0.5	0.8	-0.8	0.7	1.6
STEP inh	1	-1	1	-1	-1	5	-1	2
eLon inh	-11	1	-2	-8	-8	-1	-24	2
Scp-1 inhibitor	5	-3	16	-8	6	-8	-3	-14
CendR NRP1 mod	-3	-2	-7	-3	-16	-2	-9	12
TbMetRS inhib	-0.8	-0.2	2.8	1.9	-0.5	0.2	0.7	-0.1
LMPTP inh	-0.3	-0.7	-0.8	-0.4	-0.7	0.6	-1.3	1.3
DNMT1 inh	2	-1	3	-2	-2	5	0	-2
MsrA act	-12	1	-11	-3	-1	-4	0	2
SUMO1-SIM PPI	6	3	8	-3	6	-14	4	7

[41] O=C(CC12CC3CC(CC(C3)C1)C2)NCO
[42] COC(=O)c1ccccc1S(=O)(=O)N(CCCO)Cc1cc2c(C)ccc(C)c2[nH]c1=O
[43] CNC(=O)c1ccc(Nc2nc(-c3ccccc3)nc3ccccc23)cc1
[44] CCc1cccc(NC2c3ccccc3C(=O)N2c2ccc(C)cn2)c1 (centres undefined)
[45] COc1cccc(C(O)c2ncc(-c3ccc(C(F)(F)F)cc3)[nH]2)c1 (centres undefined)
[46] CCn1nc(C(=O)OCC(=O)NC(C)C)c2ccccc2c1=O
[47] O=C(c1ccc(F)cc1)C1CCN(C(=O)N2CCOCC2)CC1
[48] C[C@@H](c1ccccc1)N1C[C@H](COCc2ccccc2)Oc2cc(N3CC[C@H](N(C)C)C3)ccc2S1(=O)=O

Assay by compound	41	42	43	44	45	46	47	48
MsrA inh	-0.3	2.4	2.0	0.2	-0.7	0.3	0.8	-0.9
STEP inh	-1	0	3	1	2	0	0	·
eLon inh	-6	1	0	2	2	-4	-5	-15
Scp-1 inhibitor	1	-8	4	-4	·	-3	-8	·
CendR NRP1 mod	2	-2	14	3	-3	-2	12	2
TbMetRS inhib	-1.8	0.0	-0.5	-1.7	0.1	-0.8	0.0	-1.1
LMPTP inh	-0.6	2.0	15	1.5	2.4	-0.7	-0.9	-3.3
DNMT1 inh	1	1	3	1	4	5	1	·
MsrA act	-11	2	-4	-1	-2	-2	-4	1
SUMO1-SIM PPI	3	24	9	2	3	-3	0	-20

[49] COC(=O)c1ccc2c(=O)[nH]c(COC(=O)c3cccc(S(=O)(=O)N4CCOCC4)c3)nc2c1
[50] O=C(NC(=S)Nc1ccc(N2CCCCC2)cc1)c1cccs1
[51] Cc1nnc(NC(=O)c2ccc3c(c2)C(=O)N(CC2CCCO2)C3=O)s1 (centres undefined)
[52] Cc1ccc(S(=O)(=O)N2CCCCC2)cc1C(=O)NCCN1CCOCC1

Assay by compound	49	50	51	52
MsrA inh	1.0	0.7	-0.3	-0.4
STEP inh	0	1	0	-3
eLon inh	3	0	-6	-8
Scp-1 inhibitor	-3	-2	-5	-7
CendR NRP1 mod	-14	3	-11	14
TbMetRS inhib	0.1	-0.4	-0.4	-0.2
LMPTP inh	-1.2	2.8	0.0	-1.6
DNMT1 inh	0	-6	0	-1
MsrA act	-2	-2	-3	-2
SUMO1-SIM PPI	11	-2	-22	7

Full records, looked up by structure. Order of values: MsrA inh, STEP inh, eLon inh, Scp-1 inhibitor, CendR NRP1 mod, TbMetRS inhib, LMPTP inh, DNMT1 inh, MsrA act, SUMO1-SIM PPI
CCC(=O)c1c[nH]c(C(=O)N2CCOCC2)c1 as listed: -0.6, -3, -4, -5, 8, -0.4, -0.5, 1, -2, 3
COc1cc(NC(C)CCCN)c2ncccc2c1Oc1ccccc1 (centres undefined) as listed: -1.3, 1, -10, 1, -6, -1.1, 0.2, 34, -11, -1
Cc1ccc(-c2nc(NC(=O)CSc3nnc(C)s3)ns2)cc1 as listed: 0.5, -1, -8, -8, -3, 1.9, -0.4, -2, -3, -3
O=C(CC12CC3CC(CC(C3)C1)C2)NCO as listed: -0.3, -1, -6, 1, 2, -1.8, -0.6, 1, -11, 3

Random draw from the library, and some 4.3% of all compounds hit somewhere here.
